# High-throughput results (PubChem BioAssay)
# TcdB inh = blocks C. difficile toxin B glycohydrolase activity; P18177; hit rate 0.24% among 350,000; inhibition, % at 9.99 µM; TcdB glycohydrolase enzymatic assay, plate reader; in the data active = inhibition above about 10%
# 3CLpro inhibitor = SARS-CoV 3CLpro protease inhibition; recombinant SARS-CoV 3CLpro, quenched FRET peptide cleavage; inhibition, % at 6 µM; hit rate 0.14% among 290,000; AID 1706; in the data active = inhibition above about 12%
# Vc quorum ag = induces V. cholerae light production without autoinducers. hit rate 0.16% among 350,000. V. cholerae BH1578 lux reporter, luminescence, 6 h. activation, % at 18.7 µM. AID 588436; in the data active = activation mostly above about 9.7%, no sharp cut-off; also: not every result past the cut was called active; inactives centre near 0; reference of the scale not given here
# VHR inh abs = inhibitors of human VHR1 phosphatase (DUSP3). P51452. recombinant VHR phosphatase, pNPP absorbance. inhibition, % at 13.3 µM. hit rate 0.52% among 290,000; in the data active = inhibition above about 50%; also: some compounds called inactive have numbers as strong as hits
# Target sequence (P51452 whole entry, looked up): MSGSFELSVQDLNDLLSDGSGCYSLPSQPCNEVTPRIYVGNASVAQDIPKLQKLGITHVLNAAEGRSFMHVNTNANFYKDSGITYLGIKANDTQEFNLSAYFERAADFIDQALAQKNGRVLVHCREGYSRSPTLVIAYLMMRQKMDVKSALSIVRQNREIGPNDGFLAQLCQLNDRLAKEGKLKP
# SSB-PriA inh = inhibitors of Klebsiella pneumoniae PriA binding to SSB C-terminal tail. inhibition, % at 33 µM. hit rate 0.6% among 430,000. AlphaScreen SSBct-PriA binding, biotinylated peptide. AID 1272365; in the data active = inhibition mostly above about 37%, no sharp cut-off; inactive = mostly below about 20%;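 also: plate controls were negative control peptide for no effect and reference peptide for full effect; strong numbers were not always called active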
# Anthrax LF prot = inhibitors of Bacillus anthracis lethal factor protease; hit rate 0.12% among 360,000; multiplex microsphere protease cleavage assay, LF; AID 588501; inhibition, % at 10 µM; in the data active = inhibition above about 30%; also: plate controls were buffer without enzyme for full effect and enzyme alone for no effect
# Y pestis TopoI = inhibitors of Yersinia pestis topoisomerase I | AID 504884 | hit rate 0.064% among 360,000 | activity, % at 10 µM | Y. pestis Topo-I cleavage product accumulation, plate reader; in the data active = activity above about 50%, passing the limit was not always enough; also: inactives centre near 2
# PfHsp40 rescue = compounds rescuing yeast from Plasmodium falciparum HSP40 toxicity. S. cerevisiae expressing PfHsp40, growth rescue, ATP luminescence. growth rescue, % at 12.5 µM. hit rate 0.68% among 340,000; in the data active = growth rescue above about 28%, passing the limit was not always enough;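 also: yeast W303a lacking pdr1 and pdr3 grown in galactose medium; growth measured after three days at 30 °C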
# Rv3671c inh = inhibits the M. tuberculosis serine protease Rv3671c | AID 2606 | hit rate 0.048% among 320,000 | inhibition, % at 5.96 µM | P9WHR9; in the data active = inhibition above about 38%;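 also: extracellular domain of Rv3671c used as enzyme; 0% = enzyme with DMSO and 100% = no enzyme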
# Target sequence (P9WHR9 whole entry, looked up, the tested form may be a part): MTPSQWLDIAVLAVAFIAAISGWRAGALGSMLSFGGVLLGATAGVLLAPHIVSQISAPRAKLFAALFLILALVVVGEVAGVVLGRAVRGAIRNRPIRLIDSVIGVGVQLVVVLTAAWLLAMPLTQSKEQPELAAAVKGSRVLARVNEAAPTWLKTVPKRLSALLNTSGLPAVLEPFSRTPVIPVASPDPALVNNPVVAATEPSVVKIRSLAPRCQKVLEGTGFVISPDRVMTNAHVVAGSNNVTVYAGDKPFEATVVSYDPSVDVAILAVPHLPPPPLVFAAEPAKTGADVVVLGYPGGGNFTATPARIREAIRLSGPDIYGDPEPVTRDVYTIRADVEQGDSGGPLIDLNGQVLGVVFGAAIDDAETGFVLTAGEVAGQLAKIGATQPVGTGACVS
# MazF activator = MazEF (E. coli) toxin RNase activation; FAM/BHQ RNA-DNA oligo cleavage fluorescence, 5 h; activation, % at 20 µM; hit rate 0.32% among 350,000; AID 504720; in the data active = activation above about 50%
# Target sequence (P0AE70 whole entry, looked up): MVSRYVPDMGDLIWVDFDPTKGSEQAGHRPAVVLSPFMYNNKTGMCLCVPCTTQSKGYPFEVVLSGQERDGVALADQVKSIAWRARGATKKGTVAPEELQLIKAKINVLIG
# * marks the source's active call; other numbers are inactive results; i = inactive; x = not tested or not shown; & = joins results of further samples.
SMILES,TcdB inh,3CLpro inhibitor,Vc quorum ag,VHR inh abs,SSB-PriA inh,Anthrax LF prot,Y pestis TopoI,PfHsp40 rescue,Rv3671c inh,MazF activator
Cc1ccc(SCC(=O)O/N=C(\N)c2cccc([N+](=O)[O-])c2)cc1,0.8,5,i,20,i,-6,1,-0.1,-3,-1
COCCNC(=O)C(c1ccc(F)cc1)N(CCOC)C(=O)CCC(=O)Nc1ccccn1 (stereo unspecified),1.8,2,-4.8,2,8,2,4,-0.1,1,-1
Cc1ccc(NC(=O)NC(=O)N(C(C)C)S(C)(=O)=O)nc1,-0.2,2,-0.4,-1,-5,-5,-2,-1.3,-21,9
CCCCCn1c(CN2CCN(Cc3ccccc3)CC2)nc2c1c(=O)n(C)c(=O)n2C,x,-3,i,25,-9,-8,2,1.4,-8,6
N#Cc1ccc(Cn2cc(C=O)c3ccccc32)cc1,1.2,-9,-3.8,4,-13,-3,2,-1.3,-3,7
COc1ccc(N2CCN(CCNC(=O)CCC(=O)NNc3nc4ccccc4c4nc(C)nn34)CC2)cc1,x,2,-0.4,19,2,0,0,0.0,-1,5
O=C1NC(=O)C2C1C1(Cl)C(Cl)=C(Cl)C2(Cl)C1(Cl)Cl (stereo unspecified),0.3,x,i,x,-4,-2,7,-1.2,x,0
C=CCn1c(C)cc(C(=O)COc2ccc(N(C)S(=O)(=O)c3ccc(NC(C)=O)cc3)cc2)c1C,0.4,x,i,x,-3,0,13,0.7,-25,-8
c1ccc(NCc2ccccn2)cc1,0.9,-1,-0.3,12,-3,0,3,-1.8,2,4
COc1cc(OC)cc(C(=O)N[C@H](C(=O)Nc2cc(C)cc(C)c2)C(C)C)c1,-0.1,1,-0.2,34,9,-5,0,0.1,0,4
COc1ccc2c(c1)CC/C(=C\C=C\c1ccccc1OC)C2=O,x,-2,i,9,5,13,3,0.3,-4,-3
CCSc1nnc(-c2cc(Br)ccc2N)c(=O)[nH]1,0.6,1,-0.3,6,-2,1,10,-0.1,-8,0
C/C(=N\NC(=O)c1ccco1)c1ccc(NC(=O)c2ccccc2)cc1,0.8,6,-0.6,37,x,4,11,-1.5,-4,0
O=C(O)C1C2CCC(C2)C1C(=O)Nc1ccc(Cl)c(Cl)c1 (stereo unspecified),-0.1,x,-0.2,x,-10,7,-4,1.4,-4,-5
COc1ccccc1C(=O)NC(=O)COc1ccc(Cl)cc1Cl,-3.9,x,-0.4,x,6,x,13,1.9,5,2
C/C(=N\OCc1ccc(C#N)cc1)c1cc2ccccc2o1,0.4,-1,-0.4,-5,x,-6,47,5.0,4,0
COc1ccccc1NC(=O)CCN1CCN(C)CC1,1.1,-8,-0.2,-23,-4,-2,1,0.5,-3,5
CC1CCc2nc(NC(=O)C3CCCO3)sc2C1 (stereo unspecified),x,2,-12,-2,-2,0,-4,0.2,-11,-5
O=C(/C=C/c1ccc(Cl)cc1)N1CCN(c2ccccn2)CC1,2.0,-2,-0.2,-6,-9,-3,-3,-0.1,-4,-4
CCOc1ccc(NC(=O)CSc2nc(-c3cccs3)cc(C(F)(F)F)n2)c([N+](=O)[O-])c1,0.7,-4,-0.3,-4,-6,0,1,-0.7,-1,15
CC(C)(C)NCC(O)COc1c(F)cc(Br)cc1F (stereo unspecified),x,-2,-0.2,-23,-22,1,5,2.2,-5,7
O=C(c1cccc(S(=O)(=O)N2CCc3ccccc3C2)c1)N1CCN(c2ccccc2)CC1,x,3,-0.6,17,-7,-3,21,0.9,-8,2
COc1ccc(C2=CSC3=NCCN23)cc1[N+](=O)[O-],-3.9,0,i,3,3,-2,-14,-0.9,2,1
Nc1cccc(OCCCCCOc2cccc(N)c2)c1,1.1,x,-1.3,x,x,-3,-2,x,x,7
O=C(CN1CCC(NC(=O)Nc2ccc(F)cc2)CC1)Nc1ccccc1[N+](=O)[O-],-0.6,-3,-1.2,0,-8,-4,-3,2.5,1,-3
Cc1nc(SCc2ccc([N+](=O)[O-])cc2)n[nH]1,1.5,-4,-2.4,14,-2,x,0,-0.2,1,7
COC(=O)c1cc(OC)c(OC)cc1NC(=O)CSc1ccc(C)cc1,x,0,-0.3,8,-1,1,7,-0.3,-7,-11
COc1ccc(S(=O)(=O)CC(=O)Nc2ccccc2Cl)cc1,0.7,-1,-0.3,-6,-2,0,1,1.2,2,-29
CSc1nnc2sc3cc(C)ccc3n12,1.6,x,-3.7,x,x,1,4,x,x,-18
Cn1cnnc1SCC(=O)c1cccc([N+](=O)[O-])c1,x,1,-0.2,1,7,-3,2,-2.3,5,7
CN=c1scc(-c2ccc(F)cc2)n1/N=C/c1ccc(O)c(O)c1,1.6,4,-0.2,4,x,-3,-11,13,x,12
CC(=C1C(=O)c2ccccc2C1=O)N1CCc2ccccc2C1,-0.2,-3,i,-8,-9,-6,-3,-0.5,-24,3
CCN(CC)Cc1c(NC(=O)c2ccccc2)sc(C)c1C,0.8,9,0.6,29,-9,-13,13,2.5,-7,-3
COc1ccc(C2NC(=S)NC(C)=C2C(=O)c2ccccc2)cc1OC (stereo unspecified),x,6,-0.1,17,1,1,9,-1.8,-7,1
O=C(Nc1cccnc1)c1ccc2c(c1)C(=O)N(CC1CCCO1)C2=O (stereo unspecified),0.5,-1,-3.3,17,0,1,0,1.1,5,-1
Cc1ccc(S(=O)(=O)CCc2nnc(NC(=O)COc3cccc(C)c3)s2)cc1,0.7,5,-0.6,16,2,-2,2,-1.0,-2,26
COc1ccc(-c2nc(CC(=O)O)cs2)cc1,x,-2,-0.8,-4,10,-5,-4,0.9,-7,2
Cc1ccc(SCC(=O)Nc2ccccc2N2CCOCC2)cc1,1.0,3,i,2,-36,-2,29,1.1,-11,3
Cc1cccc(C(=O)N[C@H](C(=O)OCC(=O)NC2CCS(=O)(=O)C2)C(C)C)c1 (stereo partly specified),x,-2,-0.5,10,-5,0,-3,-1.8,-5,-3
O=C(O)/C=C/C(=O)c1ccc2c(c1)CCc1ccccc1-2,-0.9,x,i,x,1,0,10,430*,-4,-21
CC1C(=O)NN=C1c1ccc([N+](=O)[O-])cc1 (stereo unspecified),10*,x,i,x,-7,-3,-5,-1.7,x,1
COCCn1nc2cc(C(=O)NCC34CC5CC(CC(C5)C3)C4)ccc2c1OC,-1.7,2,-4.5,6,-1,-5,30,-0.9,1,3
Cc1cc(C)c(OCC(=O)OCCNC(=O)c2cccnc2)c(C)c1,x,1,-0.8,18,1&-7,-5,-5,-1.8,-4,0
Cc1ccc(S(=O)(=O)NC(=O)CSc2nc3ccccc3s2)cc1,x,-5,-0.4,4,1,-1,2,-0.8,1,2
CC(=O)c1cnc2c(-c3ccccc3)c(C)nn2c1C,0.4,4,i,44,-16,-1,0,-0.6,0,4
CS(=O)(=O)N(CC(=O)N1CCN(Cc2ccccc2)CC1)c1ccccc1F,0.2,3,i,17,52*,-18,2,-0.1,-2,-22
CN(Cc1ccccc1)S(=O)(=O)c1ccc2[nH]c(=O)oc2c1,0.7,1,-0.3,-6,-25,-2,-2,2.3,-1,-1
C=CCN(C(=O)c1ccccc1)C1CCS(=O)(=O)C1 (stereo unspecified),1.6,3,-0.1,17,-6,1,5,0.3,-7,2
CC(C)C(=O)N1CCC1(C)C(=O)NCc1ccc(C(C)(C)C)cc1 (stereo unspecified),0.5,x,-0.3,x,x,-5,-11,x,x,x
CC(C)c1nc(SCC(=O)N2CC(=O)Nc3ccccc32)c2ccccc2n1,-1.3,0,-0.4,17,-7,0,0,0.3,5,1
COc1ccc([N+](=O)[O-])cc1N(CC(O)CN1CCCCC1)S(=O)(=O)c1ccc(C)cc1 (stereo unspecified),-0.7,0,i,0,-27,-1,-1,-1.7,3,8
CCOC(=O)C1CCN(C(=O)c2cc3c(=O)n4ccccc4nc3n2C)CC1,0.3,2,-9.1,30,-12,1,5,-1.0,-3,-1
COc1ccc(C(=O)Nc2cc3c4c(c2)C(C)C(=O)N4CCC3)cc1OC (stereo unspecified),2.8,x,i,x,-3&-17,-1,-12,-1.9,13,4
CSc1ccc(CN2C(=O)NC3(CCCCC3)C2=O)cc1,0.3,4,-0.9,22,-6,-1,13,1.5,-16,2
O=C1CN(C(=O)COC(=O)Cc2ccccc2)c2ccccc2N1,0.3,0,-0.3,23,2,1,6,0.4,9,3
CCOC(=O)c1c(C)c(C(=O)N2CCC3(CC2)OCCO3)c(C)n1CC,x,-1,0.5,24,3,1,1,-0.6,3,-2
Cc1ncc([N+](=O)[O-])n1CCOC(=O)NC(NCc1ccccc1Cl)C(Cl)(Cl)Cl (stereo unspecified),x,-1,i,3,0,0,-7,1.5,2,-11
O=C(c1cccs1)c1coc2ccc(O)c(CN3CCOCC3)c12,1.5,0,i,-8,-16,-23,9,0.3,1,-4
COc1cccc(OCC(O)CN2CCN(C(c3ccccc3)c3ccccc3)CC2)c1 (stereo unspecified),-0.4,x,i,x,12,x,2,0.6,11,-5
Cc1ccnc2nc(C(=O)OCC(=O)c3ccc(Cl)cc3)nn12,-0.5,x,i,x,-5,-4,-13,-1.7,4,5
N#Cc1ccccc1NC(=O)Nc1ccc(Cl)cc1,x,-1,i,-15,-4,-8,1,-0.1,12,6
COc1cccc(OCc2nnc3n2N=C(c2ccccc2)C(CC(=O)O)S3)c1 (stereo unspecified),0.3,2,-0.2,-29,13,0,6,-0.2,-2,3
CC1CCN(CC(=O)N2CCN(c3ccccc3)CC2)CC1,1.6,1,i,26,-11,-8,-2,3.9,-5,14

# Structural class, those above with an aryl thioether with sulfur outside any ring (11)
SMILES,TcdB inh,3CLpro inhibitor,Vc quorum ag,VHR inh abs,SSB-PriA inh,Anthrax LF prot,Y pestis TopoI,PfHsp40 rescue,Rv3671c inh,MazF activator
Cc1ccc(SCC(=O)O/N=C(\N)c2cccc([N+](=O)[O-])c2)cc1,0.8,5,i,20,i,-6,1,-0.1,-3,-1
CCSc1nnc(-c2cc(Br)ccc2N)c(=O)[nH]1,0.6,1,-0.3,6,-2,1,10,-0.1,-8,0
CCOc1ccc(NC(=O)CSc2nc(-c3cccs3)cc(C(F)(F)F)n2)c([N+](=O)[O-])c1,0.7,-4,-0.3,-4,-6,0,1,-0.7,-1,15
Cc1nc(SCc2ccc([N+](=O)[O-])cc2)n[nH]1,1.5,-4,-2.4,14,-2,x,0,-0.2,1,7
COC(=O)c1cc(OC)c(OC)cc1NC(=O)CSc1ccc(C)cc1,x,0,-0.3,8,-1,1,7,-0.3,-7,-11
CSc1nnc2sc3cc(C)ccc3n12,1.6,x,-3.7,x,x,1,4,x,x,-18
Cn1cnnc1SCC(=O)c1cccc([N+](=O)[O-])c1,x,1,-0.2,1,7,-3,2,-2.3,5,7
Cc1ccc(SCC(=O)Nc2ccccc2N2CCOCC2)cc1,1.0,3,i,2,-36,-2,29,1.1,-11,3
Cc1ccc(S(=O)(=O)NC(=O)CSc2nc3ccccc3s2)cc1,x,-5,-0.4,4,1,-1,2,-0.8,1,2
CC(C)c1nc(SCC(=O)N2CC(=O)Nc3ccccc32)c2ccccc2n1,-1.3,0,-0.4,17,-7,0,0,0.3,5,1
CSc1ccc(CN2C(=O)NC3(CCCCC3)C2=O)cc1,0.3,4,-0.9,22,-6,-1,13,1.5,-16,2

# Some of the compounds tested; rates above refer to the full screens.
